HCV NS3 hel inh = inhibitors of HCV NS3 helicase, primary screen, biochemical, Cy5 molecular beacon fluorescence | Hepatitis C virus NS3 helicase | NS3 helicase DNA unwinding | inhibition, % at 10.9 µM | 290,000 tested, 0.56% active | AID 1800, 2009;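 active = inhibition above the mean of all tested compounds plus 3 SD, set per campaign, cut at about 35% in these data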;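 also: 0% = DMSO wells and 100% = thioflavine S control wells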
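System: NS3 helicase fragment of HCV / Schedule: 1 h at 25 °C / Control set: DMSO alone as 0% and 110 µM thioflavine S as 100% / Reagent: Cy5/quencher beacon DNA duplex and ATP to start / Technique: Cy5 fluorescence / Replication: singlicate / Evaluation: % inhibition of end-to-start signal ratio versus controls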
IMP-1 inhibitor = IMP-1 metallo-beta-lactamase inhibitors, primary screen, biochemical, epi-absorbance readout, Pseudomonas aeruginosa enzyme. metallo-beta-lactamase IMP-1 (Pseudomonas aeruginosa). purified IMP-1, nitrocefin hydrolysis, epi-absorbance fluorescence. inhibition, % at 5.6 µM. 290,000 tested, 0.45% active;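 active = inhibition above the mean plus 3 SD of all compounds in the same screening run, cut at about 4.5% in these data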;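 also: 0% = IMP-1 with DMSO and 100% = DMSO wells lacking enzyme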
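System: purified IMP-1; amount: IMP-1 0.2 nM before substrate addition; compound: single dose, 5.6 µM; times: 25 °C, 15 min preincubation, 25 min reaction; signal: Epi-absorbance via hydrolysed-nitrocefin quenching of white-plate fluorescence, 480/530 nm, EDTA stop; benchmarks: DMSO with and without IMP-1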
PfM18AAP inh = PfM18AAP inhibitors, malaria aminopeptidase, primary screen, biochemical, QFRET, recombinant enzyme. M18 aspartyl aminopeptidase (Plasmodium falciparum 3D7). H-Glu-NHMec fluorogenic cleavage. inhibition, % at 7.35 µM. 290,000 tested, 1.2% active. AID 1822, 2009;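 active = inhibition above the campaign mean inhibition over all tested compounds plus 3 SD, cut at about 28% in these data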;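 also: 0% = plate median of test compound wells and 100% = 2 mM ZnCl2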
pCIP destab = p/CIP-EGFP fusion destabilizers, primary screen, fluorescence, F442A cells; Q05BA5; 16 h; decrease of EGFP signal, % at 10 µM; 290,000 tested, 0.01% active; AID 1984, 2009;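 active = EGFP signal decrease of at least 30% at 10 µM or well 3 SD below plate mean, unless failing retest; inactive = the rest, including hits failing retest or dose response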; also: some compounds called inactive have numbers as strong as hits; many of its hits are not listed in these tables
Target sequence (Q05BA5 1-1403): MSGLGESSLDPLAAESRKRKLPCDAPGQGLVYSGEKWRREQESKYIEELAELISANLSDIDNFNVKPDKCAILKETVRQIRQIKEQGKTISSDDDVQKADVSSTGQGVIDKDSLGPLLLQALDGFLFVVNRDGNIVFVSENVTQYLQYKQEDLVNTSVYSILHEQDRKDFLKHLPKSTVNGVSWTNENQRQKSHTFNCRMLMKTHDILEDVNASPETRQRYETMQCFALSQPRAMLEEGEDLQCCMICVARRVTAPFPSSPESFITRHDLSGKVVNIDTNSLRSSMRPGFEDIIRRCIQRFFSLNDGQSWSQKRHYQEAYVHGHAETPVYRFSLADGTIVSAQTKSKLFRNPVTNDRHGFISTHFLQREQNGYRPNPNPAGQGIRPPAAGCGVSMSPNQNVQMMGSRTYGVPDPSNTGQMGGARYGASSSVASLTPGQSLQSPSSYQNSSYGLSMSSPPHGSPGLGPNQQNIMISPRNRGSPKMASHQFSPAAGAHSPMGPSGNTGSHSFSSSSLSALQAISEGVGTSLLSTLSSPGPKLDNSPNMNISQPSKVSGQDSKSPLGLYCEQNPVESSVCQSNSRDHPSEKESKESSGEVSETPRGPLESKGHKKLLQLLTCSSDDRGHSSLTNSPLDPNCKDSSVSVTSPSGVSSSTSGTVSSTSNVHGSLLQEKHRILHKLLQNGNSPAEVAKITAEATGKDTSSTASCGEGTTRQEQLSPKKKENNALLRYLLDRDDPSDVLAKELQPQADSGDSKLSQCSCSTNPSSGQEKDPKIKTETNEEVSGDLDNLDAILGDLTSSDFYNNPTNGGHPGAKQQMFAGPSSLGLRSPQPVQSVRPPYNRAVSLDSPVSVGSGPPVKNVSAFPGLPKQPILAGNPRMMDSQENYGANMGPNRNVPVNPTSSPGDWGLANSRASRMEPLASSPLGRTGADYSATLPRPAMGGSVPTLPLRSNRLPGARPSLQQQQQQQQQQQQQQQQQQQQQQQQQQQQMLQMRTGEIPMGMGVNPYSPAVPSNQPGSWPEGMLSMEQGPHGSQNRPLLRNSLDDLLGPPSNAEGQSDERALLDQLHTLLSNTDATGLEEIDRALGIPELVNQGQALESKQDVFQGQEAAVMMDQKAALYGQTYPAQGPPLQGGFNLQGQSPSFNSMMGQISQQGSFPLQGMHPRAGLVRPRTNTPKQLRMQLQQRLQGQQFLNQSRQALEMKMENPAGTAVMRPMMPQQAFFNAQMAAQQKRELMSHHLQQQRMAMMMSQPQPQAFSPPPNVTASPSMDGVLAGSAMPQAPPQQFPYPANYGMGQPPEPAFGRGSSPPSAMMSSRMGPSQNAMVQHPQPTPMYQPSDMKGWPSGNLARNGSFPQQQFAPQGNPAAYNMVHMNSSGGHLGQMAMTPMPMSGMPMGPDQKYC
DNA FID counter = compounds displacing fluorescent DNA intercalator, primary screen, artefact control for HCV NS3 helicase inhibitor project, biochemical, FID fluorescence; DNA fluorescent intercalator displacement; inhibition, % at 7.9 µM; 290,000 tested, 0.17% active; in the data active = inhibition above about 37%;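 also: 0% = vehicle and 100% = reference compound; higher means more ethidium bromide displaced from hairpin DNA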
IDE act = human IDE activators in live cells, primary screen, fluorescence polarization, HEK cells, FAbeta-B substrate; AID 493087, 2011; FAbeta-B cleavage; 0% vehicle, 100% cell-free pure enzyme wells; 340,000 tested, 0.073% active; Insulin-degrading enzyme (Homo sapiens), P14735; activation, % at 5.96 µM;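 active = activation above the mean of all tested compounds plus 3 SD, set per screening campaign, cut at about 17% in these data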
IDE inh = human IDE inhibitors in live cells, primary screen, fluorescence polarization, HEK cells, FAbetaB substrate. Insulin-degrading enzyme (Homo sapiens), P14735. FAbetaB cleavage. inhibition, % at 5.59 µM. 320,000 tested, 0.41% active. AID 434962, 2010;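 active = percent inhibition above the average of all tested compounds plus 3 SD, set per screening campaign, cut at about 16% in these data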;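 also: IDE supplied by intact live HEK cells; FP after avidin binding of uncleaved biotin substrate so inhibition keeps polarization high; 0% = DMSO wells and 100% = 60 µM reference IDE inhibitor Ii1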
SUMO HTRF inh = inhibitors of in vitro SUMOylation cascade, primary screen, biochemical, HTRF, uHTS; SUMO-conjugating enzyme UBC9 (Homo sapiens), P63279; HTRF SUMOylation assay, SAE1/SAE2 + UBC9; inhibition, % at 35 µM; 290,000 tested, 0.36% active; AID 2006, 2009; in the data active = inhibition above about 50%, passing the limit was not always enough; also: strong numbers were not always called active
VIM-2 inh = VIM-2 metallo-beta-lactamase inhibitors, primary screen, biochemical, epi-absorbance readout, Pseudomonas aeruginosa enzyme. 290,000 tested, 0.89% active. inhibition, % at 5.6 µM. purified VIM-2, nitrocefin hydrolysis, epi-absorbance fluorescence;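 active = inhibition above the mean of all tested compounds plus 3 SD, cutoff set per screening run, cut at about 7.5% in these data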;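 also: red hydrolysis product quenches plate fluorescence so inhibitors raise well fluorescence; 0% = enzyme with DMSO and 100% = DMSO without enzyme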
Active calls of the source: *; . = no result given.

Structure | HCV NS3 hel inh | IMP-1 inhibitor | PfM18AAP inh | pCIP destab | DNA FID counter | IDE act | IDE inh | SUMO HTRF inh | VIM-2 inh
Cc1ccc2nc3c(cc(C(=O)NC4CCCCC4)c(=N)n3C3CCCCC3)c(=O)n2c1 | 6 | -3.3 | -2 | -5 | -10 | 0 | 9 | 12 | 5.1
CCc1ccc(OCC(O)CN2CCN(c3ccc(OC)cc3)CC2)cc1 (stereo not given) | -32 | -3.8 | 11 | -6 | 14 | 1 | 0 | 7 | -0.9
COc1cccc(C(=O)NC2(C(F)(F)F)N=C3SCCN3C2=O)c1 (stereo not given) | 8 | -4.6 | -10 | 6 | -16 | -3 | -1 | 8 | -2.9
CC1(C)CC(=O)C2=C(C1)OC(N)=C(C#N)C21C(=O)N(Cc2ccccc2Cl)c2ccccc21 (stereo not given) | 3 | -1.8 | -6 | -11 | -6 | 4 | 0 | 18 | -2.0
Nc1nc2c(F)cccc2s1 | 7 | -3.6 | 4 | -1 | -2 | 1 | 5 | 14 | -0.1
O=C(CSc1nnc2c(Cl)cc(C(F)(F)F)cn12)Nc1ccc2c(c1)OCO2 | 5 | -3.5 | 2 | -4 | -7 | -7 | -3 | 12 | -0.7
CCc1nnc(NS(=O)(=O)c2ccc(NC(=S)NC(=O)/C=C/c3ccc(C(C)C)cc3)cc2)s1 | -22 | -2.8 | -4 | -2 | -24 | -6 | 0 | 28 | -3.6
CCC(NC(=S)Nc1ccccc1)C(=O)O (stereo not given) | -1 | -2.7 | 2 | 6 | 1 | 0 | -3 | 2 | -3.0
COCCCNC(=S)N(CCN(C)C)Cc1cc2cc3c(cc2[nH]c1=O)OCCO3 | -8 | -0.7 | 20 | -10 | 24 | 5 | 8 | 22 | 1.4
CCC(=O)N/C(=N/c1nc(C)cc(C)n1)Nc1ccc(OC)cc1 | 2 | 0.6 | 9 | -8 | -10 | -4 | 1 | 9 | 1.8
CCCCn1c(SCC(=O)OCC)nc2c1c(=O)[nH]c(=O)n2C | 1 | -4.5 | -4 | -8 | -18 | -6 | 6 | 2 | -4.1
CC1=NN(c2ccc([N+](=O)[O-])cc2)C(=O)/C1=C\N(C)C | 5 | -3.1 | 2 | -2 | 2 | 6 | 5 | 2 | -3.4
COc1ccc(CN2CCCC(C(=O)N3CCc4ccccc4C3)C2)cc1OC (stereo not given) | 6 | 2.2 | -10 | 0 | 7 | -2 | -3 | 12 | 1.6
CCOC(=O)c1sc2nc(C)nc(NCc3cccnc3)c2c1C | -2 | -3.4 | 9 | -6 | -10 | -1 | 3 | 1 | 24*
Cc1nc(NC(=O)c2ccc([N+](=O)[O-])cc2Cl)sc1C(=O)N(C)C | 4 | -3.6 | 15 | -14 | -10 | -2 | 2 | -8 | -4.2
Cc1ccc(S(=O)(=O)N2CCCC2C(=O)NCc2ccccc2F)cc1 (stereo not given) | -4 | 0.7 | -1 | -6 | -24 | 9 | -1 | -7 | 2.5
CN(CC(=O)Nc1ccccc1F)CC(=O)Nc1ccccc1Br | -2 | -4.0 | -2 | -11 | -11 | -3 | 6 | 22 | -5.6
CCN(Cc1ccccc1)C(=O)CSc1nncn1C | 1 | -1.9 | -11 | 14 | 2 | 0 | 4 | 19 | -1.6
C=C1C2(C(=O)NCc3ccco3)CCC(C2)C1(C)C (stereo not given) | 19 | 0.4 | 0 | -9 | -3 | -1 | 4 | -1 | 0.4
CC(NC(=O)OCc1ccccc1)C(=O)Oc1cc2oc(=O)cc(-c3ccccc3)c2cc1Cl (stereo not given) | 11 | -1.7 | -8 | -4 | -3 | -2 | 0 | 25 | 0.1

Three compounds picked at random from the list so far, as already listed:
Structure | HCV NS3 hel inh | IMP-1 inhibitor | PfM18AAP inh | pCIP destab | DNA FID counter | IDE act | IDE inh | SUMO HTRF inh | VIM-2 inh
CCC(NC(=S)Nc1ccccc1)C(=O)O (stereo not given) | -1 | -2.7 | 2 | 6 | 1 | 0 | -3 | 2 | -3.0
CN(CC(=O)Nc1ccccc1F)CC(=O)Nc1ccccc1Br | -2 | -4.0 | -2 | -11 | -11 | -3 | 6 | 22 | -5.6
COc1cccc(C(=O)NC2(C(F)(F)F)N=C3SCCN3C2=O)c1 (stereo not given) | 8 | -4.6 | -10 | 6 | -16 | -3 | -1 | 8 | -2.9

The results go on.
Structure | HCV NS3 hel inh | IMP-1 inhibitor | PfM18AAP inh | pCIP destab | DNA FID counter | IDE act | IDE inh | SUMO HTRF inh | VIM-2 inh
CCc1ccc(CNC(=O)C2CCN(S(=O)(=O)N3CCCC3)CC2)cc1 | -4 | 0.0 | -7 | -1 | -51 | 7 | 1 | . | 0.1
CCNc1nc(NC(C)C)nc(OCCNS(=O)(=O)c2cc(C)ccc2C)n1 | -4 | -2.0 | -13 | 7 | -35 | -3 | 3 | 4 | -2.2
O=C1C=CN(C(=O)Oc2ccccc2)CC1 | -4 | 0.4 | -1 | -13 | 0 | 5 | 2 | 13 | -2.4
CCCn1c(NC(=O)C2CCN(S(=O)(=O)c3cccs3)CC2)nc2ccccc21 | -14 | -3.7 | -11 | -14 | -27 | -1 | 1 | 14 | -3.9
COc1ccc(NC(=O)NCc2cccnc2)cc1OC | -1 | -2.1 | -3 | -13 | -1 | 2 | -1 | 32 | -2.3
CCN(CC)S(=O)(=O)c1ccc2[nH]cc(C(=O)NCCCN3CCCCC3C)c(=O)c2c1 (stereo not given) | -4 | -1.4 | -1 | -8 | 15 | 0 | 6 | 25 | -1.5
NS(=O)(=O)c1ccc(CCNC(=O)CN2CCN(c3ccccc3O)CC2)cc1 | 8 | -2.0 | 5 | 2 | -8 | 5 | -2 | -17 | -0.8
O=C(NC1CCCCC1)C(c1ccccc1)N(C(=O)Cc1ccsc1)c1ccccc1 (stereo not given) | 3 | -2.6 | 4 | 9 | -4 | 3 | 3 | -8 | -2.2
COc1ccccc1CCc1nnc(N)s1 | 13 | -1.9 | -2 | -2 | 3 | 5 | 0 | -3 | -0.8
Cc1ccc(NC(=O)c2cc([N+](=O)[O-])ccc2NCc2cccnc2)cc1Cl | -2 | 1.1 | 6 | -8 | 2 | 1 | 0 | 0 | -0.4
COc1ccccc1NC(=O)CSc1nnc(Cn2c(=O)sc3ccccc32)n1C | -7 | -2.3 | 0 | 4 | -10 | 6 | -1 | -15 | -0.3
C#CCOCCOCCOCCNc1nc(N2CCN(C(=O)[C@H]([C@@H](C)CC)n3cc(CCCN=C(N)N)nn3)CC2)nc(N2CCN(C(=O)[C@H]([C@@H](C)CC)n3cc(CCCN=C(N)N)nn3)CC2)n1 | -81 | 0.4 | 9 | 0 | 43* | . | . | -15 | -2.1
O=S(=O)(Cc1ccc(Cl)cc1)N1CCN(Cc2ccc3c(c2)OCO3)CC1 | 8 | -0.4 | -8 | 1 | -4 | 0 | -2 | 23 | -1.6
Cn1nnnc1Sc1ncnc2scc(-c3ccccc3)c12 | 1 | -2.9 | 1 | -2 | -5 | 3 | 0 | 20 | -2.3
CC(C)OC(=O)c1cccnc1N1CCN(c2cccc(Cl)c2)CC1 | -4 | -2.3 | -3 | -14 | -15 | 2 | 3 | 8 | -5.3
O=C(Cn1ccc2ccccc2c1=O)NCCC(=O)N1CCN(c2cccc(C(F)(F)F)c2)CC1 | 2 | -1.3 | -4 | 1 | -35 | 2 | 2 | -14 | -4.8
Cc1cccc(NC2=C/C(=N/S(=O)(=O)c3cccs3)c3ccccc3C2=O)c1 | 2 | -1.0 | -2 | -17 | 3 | 9 | 0 | 24 | 0.9
COCCn1c(=S)[nH]c2cc(C(=O)N3CCc4ccccc4C3)ccc2c1=O | 13 | -3.4 | -6 | 3 | -14 | 0 | -7 | 7 | -2.1
CCCOc1cccc(C(=O)N(Cc2ccco2)C2CCS(=O)(=O)C2)c1 (stereo not given) | 1 | -2.4 | -9 | 7 | -11 | 8 | 1 | 9 | -5.3
Cc1cc(C)n(CC(=O)N/N=C/c2c[nH]c3ccccc23)n1 | -2 | -3.1 | -9 | -3 | -9 | 6 | -4 | -3 | -3.7
COc1ccc(NC(=O)NCc2ccccn2)c(OC)c1 | 0 | 0.9 | -8 | -25 | -4 | 1 | -4 | 9 | -2.6
CCOC(=O)C1CCCN(C(=O)CNC(=O)c2nn(-c3ccc(OC)c(Cl)c3)c(=O)c3ccccc23)C1 (stereo not given) | -5 | -2.1 | -4 | 3 | -44 | 1 | -3 | 7 | -1.1
COc1ccc(NC(=O)CCCNC(=O)c2ccc(Cl)cc2)cc1OC | 0 | -1.0 | -4 | -6 | -10 | 3 | 5 | 16 | -2.5
C=COCCNC(=O)Nc1ccc(Cl)c(Cl)c1 | -4 | -2.2 | -3 | -8 | 3 | -2 | 3 | -6 | -2.8
Cc1cc(=O)[nH]c(N/N=C/c2ccc(O)c(O)c2)n1 | 4 | -0.7 | 45* | -2 | -5 | 0 | 4 | -9 | -1.2
Cc1cc(Cl)c(S(=O)(=O)N2CCCC2)cc1OCC(=O)NC1CCCCC1 | 2 | 0.3 | 4 | -2 | -35 | 2 | 6 | -2 | -1.4
O=C(c1ccc(N2CCCCC2)c([N+](=O)[O-])c1)N1CCOCC1 | 3 | -5.4 | -6 | -16 | -4 | 9 | 6 | -9 | -0.2
COC(=O)c1cn[nH]c1NC(=S)Nc1ccc(Cl)c(Cl)c1 | 0 | -6.0 | -6 | -2 | 0 | -2 | 7 | 7 | -4.0
Cc1ccc(NC(=O)CSc2nnc(C)c(=O)n2N)cc1 | -3 | -4.2 | -9 | -8 | -1 | 3 | 4 | -4 | -4.8
CCn1cc(C(=O)O)c(=O)c2cc(F)c(N3CCN(S(=O)(=O)c4ccc5c(c4)OCCO5)CC3)cc21 | -3 | -3.2 | 2 | -23 | -1 | -2 | 3 | -8 | -2.0
CC(=O)NCCCc1nc2ccccc2n1Cc1ccc(C)cc1 | 4 | -3.6 | 0 | 0 | -11 | 0 | 3 | 9 | 1.5
NC(=O)c1ccsc1NC(=O)C1CCCN1S(=O)(=O)c1ccc(Cl)cc1 (stereo not given) | -3 | -1.8 | -1 | -10 | -5 | 2 | 0 | 18 | 0.0
COc1cc(C(=O)NC2CCCc3c2cnn3-c2ccccc2F)cc(OC)c1OC (stereo not given) | 6 | -1.7 | -7 | -13 | -49 | 7 | 1 | -1 | 1.8
Cc1nn(Cc2ccc([N+](=O)[O-])cc2)c(=O)n1-c1ccc(Cl)cc1 | -1 | -1.0 | 1 | -10 | -3 | 0 | 0 | 9 | -1.9
